ALOX12 inh – blocks human arachidonate 12S-lipoxygenase | actives 1.1% (n = 580,000) | P18054 | purified 12hLO, xylenol orange hydroperoxide absorbance | Potency, µM (titrated, usually from 108 µM), for the others: at the highest dose activity change, negative = inhibition, actives largely listed as inhibitors | AID 1671190; note: potency is the fitted concentration of half-maximal effect; % is set by controls: 0 for no effect and ±100 for the full control effect
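Hydroperoxide product was detected by ferrous iron/xylenol orange as the 573 to 405 nm absorbance ratio. Arachidonic acid at 40 uM (final) was turned over for 30 min at room temperature by 150 nM human 12hLO, pH 7.0 Hepes buffer, after 15 min compound preincubation.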
ERG-DNA inh – ERG Ets/DNA interaction inhibition. P11308. fluorescence polarization, His-ERG Ets domain / labelled DNA. Potency, µM (top dose mostly 76.9 µM), for inactives: at the top dose FP activity, negative = inhibition, hits mostly inhibitors. actives 0.028% (n = 370,000); active = well fitted inhibition curve with a large enough effect in the polarisation, with a control signal flat; inconclusive = small, poorly fitted or top-dose-only effect, or effect the other way, or a change in a side signal; inactive = no such curve, though single readings can be large or run the other way; the % refers to the polarisation;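 note: polarization taken with two DNA probes labelled with fluorescein and Texas red; potency is the fitted concentration of half-maximal effect; % of control where 0% means no effect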
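His-tagged ERG Ets domain (1 uM in the protein solution; 300mM KCl, 50mM Tris-HCl, 1mM EDTA, 1mM DTT, pH 7.5) received compound, then a probe mix of 5 nM fluorescein-DNA and 100nM Texas-615-DNA. Fluorescence polarization was read for both dyes.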
BLM helicase inh – Bloom syndrome helicase (human) inhibition; P54132; recombinant BLM DNA unwinding, fluorescence dequenching; Potency, µM (titrated, usually from 56.1 µM), inactives show at the highest dose activity change, negative = inhibition, actives largely listed as inhibitors; actives 0.2% (n = 350,000); AID 2528;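 note: potency is the fitted concentration of half-maximal effect; plate controls were vehicle for no effect and no enzyme for full effect; nearly all actives have a fitted effect of over 35% in size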
TRHR ag – activates the human TRH receptor. P34981. TRHR cells, calcium flux fluo-8, FDSS agonist mode. activation, % at 2 µM. actives 0.18% (n = 360,000); in the data active = activation above about 30%; note: 0% is about no effect
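Agonist-mode FDSS calcium read (Ex 480/Em 530, 1 s cycles) in 1536-well TRHR cells with fluo-8 dye, after 10-cycle baseline and 23 nL compound addition; TRH at EC20 (10 nM final) added afterwards for the enhancer phase.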
Apoferritin bind – binds horse apoferritin like a general anesthetic. apoferritin/1-aminoanthracene competitive binding, fluorescence. Potency, µM (titrated, usually from 77.5 µM), inactives show at the highest dose activity change, negative = displacement, actives largely listed as inhibitors. actives 0.074% (n = 350,000). AID 485281; note: potency is the fitted concentration of half-maximal effect; % is set by controls: 0 for no effect and ±100 for the full control effect; nearly all actives have a fitted effect of over 20% in size
Target sequence (P02791 2-175 limits assumed): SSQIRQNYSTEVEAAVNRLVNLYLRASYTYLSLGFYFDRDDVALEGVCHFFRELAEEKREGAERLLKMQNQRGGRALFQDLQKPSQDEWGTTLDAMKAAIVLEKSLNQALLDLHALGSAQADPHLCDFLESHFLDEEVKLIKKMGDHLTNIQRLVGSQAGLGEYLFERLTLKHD
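Probe: 1-aminoanthracene (50% saturated, PBS). Protein: horse-spleen apoferritin, 10 uM. Incubation: 10 min, room temperature. Detection: 380 nm excitation, 535 nm emission. Analysis: normalized response, four-parameter Hill.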
POLK inh – blocks human DNA polymerase kappa activity. Q9UBT6. purified Pol kappa, fluorescent DNA synthesis assay, 10 min. Potency, µM (top dose mostly 107 µM), without a hit: at the top dose activity, negative = inhibition, usual class: inhibitors. actives 0.53% (n = 400,000); note: potency is the fitted concentration of half-maximal effect; % is set by controls: 0 for no effect and ±100 for the full control effect
Target sequence (Q9UBT6 whole entry, looked up): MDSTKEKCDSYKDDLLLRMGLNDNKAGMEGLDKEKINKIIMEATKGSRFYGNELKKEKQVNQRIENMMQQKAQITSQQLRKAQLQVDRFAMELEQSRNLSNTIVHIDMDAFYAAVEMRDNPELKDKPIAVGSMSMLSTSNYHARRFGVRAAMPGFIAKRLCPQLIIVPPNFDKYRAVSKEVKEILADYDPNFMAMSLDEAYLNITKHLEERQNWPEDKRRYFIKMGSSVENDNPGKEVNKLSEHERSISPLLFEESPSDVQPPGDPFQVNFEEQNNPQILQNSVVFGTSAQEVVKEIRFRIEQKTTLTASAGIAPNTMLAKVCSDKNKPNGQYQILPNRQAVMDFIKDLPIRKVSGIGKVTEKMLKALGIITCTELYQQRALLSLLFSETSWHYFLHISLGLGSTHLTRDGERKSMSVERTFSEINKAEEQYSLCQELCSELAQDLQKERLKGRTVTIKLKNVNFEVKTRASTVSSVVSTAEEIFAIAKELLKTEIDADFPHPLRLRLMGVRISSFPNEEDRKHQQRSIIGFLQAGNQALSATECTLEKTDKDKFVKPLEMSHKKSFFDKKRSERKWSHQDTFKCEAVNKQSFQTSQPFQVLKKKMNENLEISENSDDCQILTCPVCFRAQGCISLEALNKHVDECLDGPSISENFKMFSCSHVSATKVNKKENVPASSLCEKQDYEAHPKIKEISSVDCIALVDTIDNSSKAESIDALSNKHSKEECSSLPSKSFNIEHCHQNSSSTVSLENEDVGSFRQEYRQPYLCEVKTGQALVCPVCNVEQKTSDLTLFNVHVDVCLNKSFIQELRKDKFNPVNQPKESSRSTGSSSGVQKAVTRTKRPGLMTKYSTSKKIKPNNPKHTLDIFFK
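First, compounds were pin-transferred onto 10 nM Pol kappa. After 15 min at room temperature, substrate was added to 50 nM final. Fluorescence was then measured kinetically at 0 and 10 min.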
APEX1 inh – blocks human APE1 abasic DNA cleavage; Potency, µM (series often up to 65.8 µM), without a hit: at the highest dose activity change, negative = inhibition, hits mostly inhibitors; actives 0.35% (n = 350,000); P27695; recombinant APE1, TAMRA/BHQ-2 abasic DNA cleavage fluorescence;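 note: potency is the fitted concentration of half-maximal effect; plate controls were vehicle for no effect and reference inhibitor for full effect; nearly all actives have a fitted effect of over 55% in size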
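APE1 at 0.75 nM preincubated 15 min at room temperature with compound. Reaction then started with 50 nM double-stranded THF-abasic substrate labelled with TAMRA/BHQ-2, and 525/598 nm fluorescence read kinetically. Activity taken as third-minus-first read difference, normalized to DMSO and NSC13755 controls.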
POLB inh – blocks human DNA polymerase beta activity. Pol beta primer extension/strand displacement, fluorescence kinetic. Potency, µM (series often up to 114 µM), inactives show at the highest dose activity change, negative = inhibition, actives largely listed as inhibitors. actives 1.3% (n = 340,000). AID 485314; note: potency is the fitted concentration of half-maximal effect; % is set by controls: 0 for no effect and ±100 for the full control effect
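10 nM enzyme + cpd, 15 min RT; start with substrate 50 nM final; read 0 min and after 10 min RT. Corrected, normalized data; 4-parameter Hill curve fit.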
Pol iota inh – blocks human DNA polymerase iota activity; Pol iota fluorescent replication assay, 10 min; actives 1% (n = 390,000); Potency, µM (top dose mostly 115 µM), without a hit: top-dose activity, negative = inhibition, actives largely listed as inhibitors; AID 588590; Q9UNA4; note: potency is the fitted concentration of half-maximal effect
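Pol iota at 10 nM preincubated 15 min with compounds at room temperature; reaction started with fluorescent substrate, 50 nM final. Fluorescence read kinetically at 0 and 10 min; buffer-only wells as negative control.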
Numbers without * were called inactive; ? = inconclusive; · = not tested or not shown; & = joins results of further samples; [ ] = another dose, or the depositor's remark. Unless noted, calls come from the whole dose curve; as a rule, active = well fitted curve in the direction sought with a large enough effect; inconclusive = small, poorly fitted or top-dose-only effect, or another doubt; inactive = no such curve, though single readings can be large; an effect the other way counts as inactive or inconclusive. Only part of the results is shown, so the mix of outcomes need not match the whole.

| compound | POLB inh | TRHR ag | BLM helicase inh | Pol iota inh | Apoferritin bind | APEX1 inh | ALOX12 inh | ERG-DNA inh | POLK inh |
| --- | --- | --- | --- | --- | --- | --- | --- | --- | --- |
| CC1N(C)c2cc(NC(=O)c3ccco3)ccc2C1(C)C (configuration not stated) | 20µM* | 0.3 | ? | ? | ? | ? | ? | ? | ? |
| O=C(c1cc2ccccc2o1)N1CCN(c2ncccn2)CC1 | · | · | · | 10.2% | · | -9.7% | 0.8% | 20.2% | 4.0% |
| CC(C)CC(=O)NC(=S)Nc1ccccc1N1CCCC1 | 3.9% | 2.7 | -8.6% | 67.5%[activator] | 4.9% | ? | ? | 7.4% | -16.4% |
| C[C@]12C(=O)N(c3ccc(Cl)cc3)C(=O)N1[C@H]1c3ccccc3OC[C@@H]1[C@H]2c1ccccc1 | 3.4% | 2.0 | -6.4% | 23.5% | -9.0% | 43.8% | · | 0.2% | 7.8% |
| C=CCNC(=O)c1c(-c2c(F)cccc2Cl)noc1C | 1.5% | -0.3 | -0.8% | 15.9% | 1.8% | 1.0% | · | -0.4% | -2.4% |
| CN(C)CCCNS(=O)(=O)c1cc(Cl)c(Cl)cc1Cl | 6.9% | 1.1 | -5.6% | -6.7% | -13.3% | -0.9% | 168.4%[activator] | 6.6% | -10.9% |
| CCOc1ccc(CCNC(=O)Cn2c(=O)oc3ccccc32)cc1OCC | 0.4% | -0.2 | -0.2% | 17.9% | -10.5% | 5.6% | 14.3% | -2.4% | -1.1% |
| CC1(C(=O)OCC(=O)NCc2ccc(Cl)cc2)CC1(Cl)Cl (configuration not stated) | · | · | · | -8.5% | · | 12.7% | -1.4% | 6.2% | -11.4% |
| Cc1ccc(-c2cc(C(=O)N3CCN(c4ccc(O)cc4)CC3)c3ccccc3n2)cc1 | · | · | · | ? | · | -1.6% | ? | -3.0% | -10.1% |
| CN(C)CCCSc1nc2ccccc2s1 | 2.9% | 0.9 | 25.5% | ? | -7.0% | -1.2% | -26.3% | -6.9% | 0.3%[60.1 µM] |
| COc1ccccc1OC[C@H](O)CO | 1.3% | 0.0 | 0.6% | 14.9% | -2.0% | -1.8% | 18.9% | 4.4% | -22.2% |
| CC(C)c1ccc(NC(=O)c2cc(S(=O)(=O)NCC3COc4ccccc4O3)ccc2F)cc1 (configuration not stated) | -21.8% | 1.8 | -17.0% | -9.0% | -13.6% | -5.4% | -24.5% | -3.3% | -20.4% |
| Cc1ccc(CN(Cc2ccco2)C(=S)NCC(=O)O)cc1 | 1.9%[57.1 µM] | 0.1 | 4.2% | 170.0%[activator] | 2.0% | -3.1% | ? | 1.7% | -10.3% |
| OC(Cc1cccnc1)(c1ccccc1)c1ccccc1 | · | · | · | 21.2% | · | · | -8.0% | -6.4% | -5.6% |
| COc1cccc(NC(=O)CN(C)CC(=O)NCc2ccc3c(c2)OCO3)c1 | · | -0.5 | · | 37.0%[activator] | · | 10.5% | 53.0% | 13.8% | -1.7% |
| Cc1noc(C)c1S(=O)(=O)N(CC(=O)N1CCCCCC1)c1ccc(C(C)C)cc1 | 0.9% | 1.4 | 6.3% | 16.2% | -8.4% | -0.5% | 15.0% | 4.9% | 1.7% |
| Cc1ccc(Cc2nnc(SCC(=O)Nc3ccccc3)n(N)c2=O)cc1 | · | -1.1 | · | 7.6% | · | -0.5% | 15.8% | 5.1% | -3.2% |
| OCCN(Cc1ccccc1)Cc1ccccc1O | 30.0% | -0.1 | -0.5% | 27.8% | -16.8% | -1.8% | ? | -3.2% | -0.4% |
| CC1=C(C(=O)OCc2ccccc2)C(c2ccc(Br)cc2)NC(=O)N1CCCCCC(=O)O (configuration not stated) | · | · | · | ? | · | · | -23.7% | -7.0% | 2.5% |
| c1ccc(C(c2nnnn2C2CCCCC2)N2CCc3ccccc3C2)nc1 (configuration not stated) | 7.3% | 0.8 | -9.5% | 8.7% | -14.2% | -3.4% | · | -2.9% | 1.0% |
| COC(=O)c1ccccc1S(=O)(=O)N1CCC(C(=O)OCC(=O)NCC(F)(F)F)CC1 | -1.2% | 1.0 | -0.3% | ? | -14.7% | -2.4% | 0.0% | -13.8% | -18.2% |
| O=C(Cn1ncc2c3ccccc3n(Cc3ccc(F)cc3)c2c1=O)NCc1ccccn1 | -12.8% | -0.2 | -12.1% | 5.4% | -5.7% | · | 0.3% | 3.9% | -23.5% |
| CCOc1ccc(C(=O)N[C@H](C(=O)Nc2cccc(S(=O)(=O)N3CCCCC3)c2)C(C)C)cc1 | 20.6% | -0.1 | 0.3% | 7.9% | -8.8% | ? | -1.6% | 5.0% | -10.5% |
| CC(C(=O)NCC1CCCO1)c1ccc([N+](=O)[O-])cc1 (configuration not stated) | 22.6% | -0.1 | -3.4% | 11.3% | -5.7% | -2.0% | 3.1% | 8.1% | -5.8% |
| C/C(=N\NC(=O)c1ccc(O)cc1)c1ccc2c(c1)OCCO2 | · | 0.6 | · | 7.8% | · | -2.8% | 14.4% | -3.8% | -6.3% |
| Fc1ccccc1-c1nc2nc3ccccc3nc2n1CC1CCCO1 (configuration not stated) | 16.4% | -0.4 | -1.0% | 67.4%[activator] | -4.6% | 22.2% | 297.9%[activator] | -0.4% | -5.9% |
| CSc1ccccc1C(=O)NCCSc1ccccc1 | 48.6% | -0.7 | -3.0% | 9.4% | -18.7% | 11.0% | -8.7% | -1.2% | -10.1% |
| O=C(C(F)C(F)(F)F)N1CCN(c2ccccc2)CC1 (configuration not stated) | 1.7% | 0.1 | -0.5% | 8.8% | -10.0% | 1.7% | 19.0% | · | -1.1% |
| CC1=CC(C)C(CN(CCC[N+](C)(C)C)C(=O)Nc2ccccc2)C(C)C1 (configuration not stated) | -23.4% | 0.7 | -6.7% | 0.1%[58.9 µM] | -9.9% | 3.0% | ? | -9.2% | -1.2% |
| Nc1ccc2c(S(=O)(=O)O)cccc2c1S(=O)(=O)O | · | · | · | ? | · | · | ? | 6.3% | -14.9% |
| COc1ccccc1CNC(=O)CSc1cc(=O)n(C)c2ccccc12 | ? | -0.8&-1.3 | 1.9%&4.8% | 29.9%&1.5% | -4.5%&-7.1% | ? | -4.9%&-24.2% | 11.4%&5.1% | -5.2%&2.8% |
| COc1cccc(NC2CC(=O)N(CCc3ccccc3)C2=O)c1 (configuration not stated) | -8.6% | -0.9 | -5.0% | 10.5% | ? | -4.7% | -38.3% | 5.1% | -12.2% |
| O=C(c1sccc1-n1cccc1)N1CCCC1 | 9.2% | 0.4 | 0.5% | -4.6% | -3.0% | 23.9% | 4.3% | -6.0% | -3.0% |
| Cc1ccccc1N1CCN(C2=NC(=O)/C(=C\c3cccs3)S2)CC1 | 1.6% | -0.7 | -6.9% | 9.3% | ? | 0.3% | -12.1% | 6.9% | -12.2%[60.1 µM] |
| CCNC(=O)c1ccc(CSc2nc3cccnc3n2Cc2ccc(OC)cc2)cc1 | 3.6% | 0.4 | 3.3% | -8.6% | 14.8% | · | -12.7% | 0.1% | -6.6% |
| O=C(CCSCc1ccc(Cl)cc1)NC1CCCC1 | 11.3% | -0.4 | -1.2% | 5.8% | -11.9% | 5.4% | -24.0% | 5.8% | -12.5% |
| O=C(OCC(=O)N1CCOCC1)c1ccc(Cl)cc1[N+](=O)[O-] | 6.1% | -0.6 | 0.3% | 23.2% | 9.7% | -14.9% | 9.2% | -12.2% | -6.5% |
| COc1ccc2c(c1)OC[C@H]1[C@H]2N2C(=O)CN(Cc3ccc(C)cc3)C(=O)[C@@]2(C)[C@H]1c1ccccc1 | · | 0.3 | · | 9.2% | · | 7.4% | -29.1% | 9.8% | -0.8% |
| COc1ccc(N2C(=O)CCC(C(=O)NCc3cccnc3)C2c2ccc(OC)c(OC)c2)cc1 (configuration not stated) | 7.7% | 0.8 | -0.7% | 19.2% | -1.1% | -5.3% | 53.6% | 7.7% | -3.2% |
| Cc1cc(C)n(CCOc2ccc(Br)cc2)n1 | 28.5% | -1.0 | -2.8% | 15.0% | 3.9% | 0.6% | 0.0% | 7.1% | -3.6% |
| Cc1nnc(SCCOc2ccccc2)s1 | 0.7% | 0.4 | 0.4% | 24.4% | -11.3% | 2.6% | ? | 0.7% | 9.4% |
| Cc1c(C(=O)Nc2ccccc2)sc2nc(-c3cc4ccccc4oc3=O)[nH]c(=O)c12 | 7.3% | -0.1 | 0.0% | 15.3% | 43.5%[activator] | · | 9.9% | -0.2% | -20.4% |
| CCCc1nnc(SCc2ccc(OCC)cc2)n1N | 3.7% | 0.4 | -0.5% | 9.4% | 13.3% | 19.1% | ? | 2.7% | -11.0% |
| Cc1cc(C)c(S(=O)(=O)c2ccc(F)cc2C)c(=O)[nH]1 | 0.7% | 0.8 | -2.6% | 2.5% | 25.7% | 65.6% | -3.4% | 12.9% | -3.9% |
| COc1ccccc1CNC(=O)COC(=O)/C=C/c1ccc2ccccc2n1 | · | · | · | -4.6% | · | -21.1% | 1.9% | -7.7% | -4.1% |
| Cc1c(NC(=O)c2ccc(Cl)cc2)cc(C(C)C)c(O)c1S(=O)(=O)c1ccccc1 | 32.3% | 0.0 | -5.9% | -9.5% | 5.1% | · | -17.6% | 0.9% | -3.0% |
| COc1ccc(C)cc1-n1nnnc1SCC(=O)NC1CCCC1 | · | -0.6 | · | 23.1% | · | 1.2% | 9.1% | -7.2% | -14.7% |
| COC(=O)CSc1nnc(CNc2ccc(Cl)cc2)n1Cc1ccccc1 | 26.6% | 0.5 | -1.8% | 12.0% | -15.9% | 9.7% | 20.7% | -0.7% | -4.3% |

Screening data deposited in PubChem by National Center for Advancing Translational Sciences (NCATS).
